Assay outcomes (PubChem)
NOD2 RIPK2 PPI: NOD2-RIPK2 protein interaction inhibition; O43353; CHO BLA complementation NOD2-RIPK2, CCF4 ratio; inhibition, % at 4.98 µM; 360,000 compounds, 0.38% hits; AID 624267; in the data active = inhibition above about 21%;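 note: 0% = vehicle only and 100% = reference blocker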
NCOA2 inhibitor: inhibits human steroid receptor coactivator 2. 370,000 compounds, 0.17% hits. HEK293 GAL4-SRC2 luciferase reporter, luminescence. Q15596. inhibition, % at 9 µM;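 active = inhibition above the mean inhibition of all tested compounds plus 3 SD, set per campaign, cut at about 52% in these data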;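 note: 0% = DMSO treated cells and 100% = cells given Gossypol at 36 µM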
SRC3 inh: inhibitors of human steroid receptor coactivator 3 (SRC3). Q9Y6Q9. AID 588352. inhibition, % at 3.6 µM. HEK293 GAL4-SRC3 luciferase reporter, luminescence. 360,000 compounds, 0.17% hits;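 active = inhibition above a per-campaign cutoff, the mean of all compounds plus 3 SD, cut at about 60% in these data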;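 note: 0% = DMSO-treated cells and 100% = gossypol-treated cells at 36 µM; higher means less SRC3-driven luciferase light from the GAL4 reporter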
MC4R barr agon: activates human MC4R beta-arrestin recruitment; P32245; U2OS MC4R beta-arrestin complementation, luminescence; percent of melanotan II response, DMSO zero; activation, % at 8.9 µM; 360,000 compounds, 0.98% hits;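 active = activation above a per-plate cutoff, the mean activation of sample wells on that plate plus 3 SD, cut at about 8% in these data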
MC4R antag cAMP: antagonists of human melanocortin 4 receptor (MC4R); inhibition, % at 6.5 µM; 360,000 compounds, 0.48% hits; AID 540295; MC4R-expressing cells, MTII-stimulated cAMP, LANCE TR-FRET;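 active = inhibition above its plate's cutoff, the mean of tested wells on that plate plus 3 SD, cut at about 29% in these data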;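 note: 0% = Melanotan II alone and 100% = Melanotan II plus saturating MCL0020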
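Assay system: human MC4R-expressing U2OS cells; reagent: Melanotan II stimulation of cells; dosing: 6.5 µM single dose; timing: compound 30 min, challenge 1 h, detection 1 h; signal: TR-FRET cAMP assay; replicates: one well per compound, no replicates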
ABHD5 PLIN5 PPI: inhibitors of human ABHD5-perilipin-5 interaction; Q00G26+Q8WTS1; Split G. princeps luciferase complementation, luminescence, 4 h; inhibition, % at 4 µM; 360,000 compounds, 0.78% hits; AID 602281;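 active = inhibition above the mean inhibition across every tested compound plus 3 SD, cut at about 22% in these data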;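 note: 0% = DMSO only wells and the 100% control is not disclosed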
TLR9-MyD88 inh: TLR9-MyD88 interaction inhibition; inhibition, % at 4.98 µM; Q9NR96+Q99836; AID 504734; 340,000 compounds, 0.21% hits; CHO BLA complementation TLR9-MyD88, CCF4 FRET ratio;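 active = inhibition above the mean over all tested compounds plus 3 SD, cut at about 21% in these data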;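 note: 0% = DMSO only wells and 100% = clavulanate BLA inhibitor control wells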
SRC1 inh: inhibits human SRC1 coactivator | Q15788 | HEK293 GAL4-SRC1 luciferase reporter, luminescence | inhibition, % at 3.6 µM | 360,000 compounds, 0.12% hits | AID 588354;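 active = inhibition above the campaign mean plus 3 SD, with each screening campaign given its own cutoff, cut at about 60% in these data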;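 note: 0% = DMSO treated cells and 100% = gossypol at 36 µM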
Target sequence (Q15788 whole entry, looked up, the tested form may be a part): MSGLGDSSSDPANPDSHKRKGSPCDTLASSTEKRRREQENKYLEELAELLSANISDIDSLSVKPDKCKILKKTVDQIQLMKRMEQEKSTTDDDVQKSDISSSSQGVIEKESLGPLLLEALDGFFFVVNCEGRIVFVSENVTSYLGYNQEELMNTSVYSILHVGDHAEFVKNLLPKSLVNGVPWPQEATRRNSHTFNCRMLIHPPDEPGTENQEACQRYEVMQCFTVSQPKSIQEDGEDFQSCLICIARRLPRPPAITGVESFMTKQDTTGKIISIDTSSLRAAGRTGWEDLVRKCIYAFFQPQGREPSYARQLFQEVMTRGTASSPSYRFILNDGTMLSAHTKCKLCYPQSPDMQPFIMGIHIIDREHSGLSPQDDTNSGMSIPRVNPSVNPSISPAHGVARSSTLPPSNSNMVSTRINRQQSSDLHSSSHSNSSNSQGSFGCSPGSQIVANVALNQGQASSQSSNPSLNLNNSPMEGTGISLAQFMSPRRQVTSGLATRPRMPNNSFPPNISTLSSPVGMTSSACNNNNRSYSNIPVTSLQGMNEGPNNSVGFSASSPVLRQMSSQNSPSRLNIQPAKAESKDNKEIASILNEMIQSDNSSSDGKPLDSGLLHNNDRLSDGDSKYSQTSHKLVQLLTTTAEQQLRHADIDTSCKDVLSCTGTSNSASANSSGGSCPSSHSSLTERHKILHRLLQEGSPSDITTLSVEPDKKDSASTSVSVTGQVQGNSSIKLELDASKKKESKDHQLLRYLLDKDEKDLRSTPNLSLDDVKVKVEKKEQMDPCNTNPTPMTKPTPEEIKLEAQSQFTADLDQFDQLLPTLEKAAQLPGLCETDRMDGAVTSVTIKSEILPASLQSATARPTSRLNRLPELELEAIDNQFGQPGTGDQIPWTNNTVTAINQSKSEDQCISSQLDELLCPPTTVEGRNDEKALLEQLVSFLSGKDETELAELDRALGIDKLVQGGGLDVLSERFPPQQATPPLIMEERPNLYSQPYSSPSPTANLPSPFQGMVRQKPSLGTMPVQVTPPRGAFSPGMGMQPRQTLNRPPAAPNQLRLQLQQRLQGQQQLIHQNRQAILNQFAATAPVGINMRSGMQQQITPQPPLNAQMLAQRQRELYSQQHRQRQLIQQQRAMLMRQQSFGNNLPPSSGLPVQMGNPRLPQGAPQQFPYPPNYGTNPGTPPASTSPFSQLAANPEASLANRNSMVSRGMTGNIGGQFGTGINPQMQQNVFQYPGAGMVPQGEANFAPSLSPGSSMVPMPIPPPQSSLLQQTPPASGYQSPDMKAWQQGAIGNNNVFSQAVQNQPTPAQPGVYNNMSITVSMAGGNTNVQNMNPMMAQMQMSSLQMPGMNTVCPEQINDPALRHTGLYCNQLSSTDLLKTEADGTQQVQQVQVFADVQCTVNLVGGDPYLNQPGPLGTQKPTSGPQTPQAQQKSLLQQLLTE
LRH-1 inv ag: inverse agonists of human LRH-1 (NR5A2); inhibition, % at 3.6 µM; 360,000 compounds, 0.13% hits; AID 602396; O00482; HEK293T StAR-luciferase reporter, LRH-1 transfected, 24 h;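 active = inhibition above the mean inhibition of all tested compounds plus 3 SD, cut at about 73% in these data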;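 note: 0% = DMSO wells and 100% = reporter-only cells lacking LRH-1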
NR2F2 inh: blocks human COUP-TFII nuclear receptor. P24468. HEK293T NGFI-A luciferase reporter, luminescence. inhibition, % at 8.6 µM. 370,000 compounds, 0.7% hits. AID 686940;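 active = inhibition above a per-plate cutoff, mean inhibition of test wells between control levels plus 3 SD, cut at about 38% in these data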;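 note: cells cotransfected with COUP-TFII expression vector driving the NGFI-A reporter; 0% = median of COUP-TF2 test wells and 100% = reporter-only cells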
EBV LMP1 NFkB: Epstein-Barr LMP1 NF-kappaB reporter inhibition; LMP1-induced NF-kappaB luciferase reporter cells, luminescence; inhibition, % at 12.5 µM; 350,000 compounds, 0.69% hits; AID 504558; in the data active = inhibition above about 41%;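 note: 0% = neutral control wells and 100% = reference inhibitor control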
The depositor's hits bear a star; nt = not tested or not shown. A portion of the library. The share of hits here may be higher or lower than overall.

NOD2 RIPK2 PPI | NCOA2 inhibitor | SRC3 inh | MC4R barr agon | MC4R antag cAMP | ABHD5 PLIN5 PPI | TLR9-MyD88 inh | SRC1 inh | LRH-1 inv ag | NR2F2 inh | EBV LMP1 NFkB | mol
-5 | 4 | 30 | -0.2 | 5 | 4 | 0 | -7 | 11 | 8 | -2 | CSc1nnc(C)c(=O)n1COC(=O)c1ccc(S(=O)(=O)N(C)C)cc1
-6 | -16 | 18 | -2.6 | 1 | 5 | -7 | 9 | -10 | 3 | 1 | Cn1c(SCC(=O)N2CCCC2)nnc1-c1ccc(S(=O)(=O)N2CCCC2)cc1
5 | -9 | 16 | 0.2 | 3 | 0 | -2 | -7 | 3 | -8 | -6 | COc1ccc(C(=O)Nc2c(N)nc(SCC(=O)Nc3ccc(C(C)=O)cc3)[nH]c2=O)cc1
-23 | nt | 16 | -2.5 | 6 | 2 | 4 | -5 | -6 | nt | -4 | CCCN1C(C)C(C(=O)OCC)=CN(Cc2cccc(I)c2)S1(=O)=O (stereo not given)
-7 | -68 | -109 | 3.3 | 10 | -6 | -8 | -115 | -94 | -38 | -20 | Brc1ccc(-c2nnc(-c3ccccc3Br)o2)cc1
-4 | 13 | -6 | -1.8 | -1 | -11 | 4 | -23 | -17 | 7 | -11 | O=C(COC(=O)c1ccccc1NS(=O)(=O)c1cccs1)NCC12CC3CC(CC(C3)C1)C2
-6 | -8 | 3 | 1.9 | 6 | 0 | 4 | -1 | -17 | -10 | -2 | CCOc1ccc(S(=O)(=O)N2CCOCC2)cc1NC(=O)C1CCC1
-3 | -49 | -37 | 0.5 | 8 | 15 | 4 | -32 | -44 | -35 | 5 | Cc1cc(C(=O)N2CCc3ccccc3C2)c(C)o1
-5 | -19 | 10 | 0.2 | -1 | -4 | 3 | 3 | -1 | -4 | -1 | CC1CCN(C(=O)c2[nH]cnc2C(=O)Nc2cccc(Cl)c2)CC1
-7 | 15 | 14 | -0.3 | 15 | -2 | 2 | -5 | 6 | -14 | -2 | CC(C)C(=O)Nc1ccc2c(c1)C(=O)NC2=O
0 | -13 | 2 | -1.5 | 17 | -6 | -4 | -17 | -8 | 12 | 3 | O=C(CCNC(=O)c1ccc([N+](=O)[O-])cc1)Nc1ccccc1N1CCOCC1
-5 | -8 | -19 | 1.6 | -6 | -2 | 9 | -7 | 11 | -13 | -1 | CC(C)CN(CC(C)C)C(=O)COn1nnc2ccc(S(=O)(=O)N3CCOCC3)cc21
1 | 24 | 7 | -1.5 | 13 | 5 | 11 | 0 | -20 | -30 | 2 | CCCCCCC(=O)NCC(=O)OCC(=O)c1ccccc1
-6 | 7 | 6 | -1.9 | 0 | 4 | -7 | -27 | -3 | 17 | -5 | COc1cc(OC)cc(C(=O)NC2CCN(C(=O)N3c4ccccc4Sc4ccccc43)CC2)c1
-3 | -32 | -30 | -0.4 | -5 | 3 | 6 | -8 | 50 | -33 | 3 | CCCc1cc(=O)oc2cc(OCC(=O)NC3CC(C)(C)NC(C)(C)C3)ccc12
-6 | 7 | -13 | -0.5 | 12 | 5 | 12 | -3 | -17 | 5 | 1 | Cn1cccc1Cc1nnc(SCC(N)=O)n1CCc1ccccc1
-4 | -1 | 5 | -4.2 | 8 | -6 | -8 | -25 | 2 | -5 | -1 | COc1ccc(NC(=O)CNC(=O)C23CC4CC(CC(C4)C2)C3)c(OC)c1
-7 | 8 | 1 | -2.2 | -4 | -10 | 0 | -48 | 10 | 4 | 6 | CC(C)(C)/C=N/NC(=O)CNC(=O)c1ccc2c(c1)OCCO2
2 | -1 | nt | nt | nt | -12 | nt | nt | -19 | 0 | nt | COC(=O)C[C@H]1CC[C@H](NC(=O)Nc2ccccc2OC)[C@@H](CO)O1
-7 | 17 | 15 | -3.8 | 1 | 8 | 5 | 8 | 4 | 10 | 3 | Cc1cc(N=Nc2ccccc2C(=O)O)c(C)c(C)c1O
3 | -38 | -32 | -1.1 | -7 | 1 | -2 | -28 | -66 | -11 | -17 | C=CCSC1=NNC(c2ccc(C(C)(C)C)cc2)=NN1
2 | 8 | 0 | -0.2 | 7 | 1 | 0 | 12 | 24 | -14 | 1 | CC(C)c1c(O)nc(SCCN2CCOCC2)[nH]c1=O
-11 | -17 | -29 | -0.8 | 3 | -7 | nt | -24 | -35 | -26 | nt | O=C(CSc1nc2ncccc2[nH]1)c1ccc2c(c1)OCO2
1 | -14 | 24 | -1.6 | 5 | 4 | 7 | 3 | -10 | 6 | -9 | CCc1nc(C)c(C#N)c2cc(OC)c(OC)cc12
-2 | -12 | -1 | -0.6 | 5 | -5 | -6 | -5 | 1 | -17 | 0 | Nc1cc(OC(=O)c2ccco2)nn1S(=O)(=O)c1ccc(F)cc1
-2 | -25 | -6 | -2.0 | 2 | 3 | 1 | 4 | 1 | 12 | 8 | CCOC(=O)Cc1csc(SCc2nc3sc4c(c3c(=O)[nH]2)CCC4)n1
-2 | -5 | 2 | 0.3 | -3 | 2 | 1 | -9 | -7 | 1 | -7 | CCCS(=O)(=O)c1nc(S(=O)(=O)c2ccc(C)cc2)c(N2CCC(O)CC2)s1
-5 | -2 | -27 | -1.2 | 6 | 1 | 2 | -15 | -22 | -6 | -17 | Cc1cc(C)n(-c2nc3ccccc3s2)n1
-9 | -12 | -8 | -0.2 | 1 | -2 | 2 | -8 | 5 | -4 | 2 | CN(C)S(=O)(=O)c1ccc(C(=O)N2CCN=C2SCc2cccnc2)cc1
-6 | -3 | -9 | 0.8 | 6 | 8 | -3 | -3 | -2 | -2 | -8 | Cc1cccc(OCCC(=O)Nc2c(C)n(C)n(-c3ccccc3)c2=O)c1
7 | -14 | 8 | -2.9 | 11 | -1 | 5 | -9 | -9 | -10 | 5 | Cc1ccccc1C(=O)N1CCC(C(=O)NC(C)c2ccc(-n3ccnc3)cc2)CC1 (stereo not given)
-1 | -10 | 9 | -2.4 | -3 | -1 | 0 | 4 | 16 | 9 | 5 | O=C(O)COc1ccc(/C=N/Nc2nc(Nc3ccccc3)nc(N3CCCCC3)n2)cc1
-10 | -22 | 0 | 0.6 | 15 | 0 | 6 | 6 | -2 | -8 | 7 | CCOc1ccc(C(=O)OC(C)C(=O)N2CCN(Cc3ccccc3)CC2)cc1 (stereo not given)
-6 | 7 | -7 | 1.3 | 12 | -4 | -2 | -7 | -11 | 19 | -8 | CC(C)(C)NC(=O)C1Cc2ccccc2CN1 (stereo not given)
9 | 7 | -10 | 0.5 | 2 | -1 | nt | 16 | -2 | 28 | nt | CC(C)(C)CNC(=O)C1(C)CCN1C(=O)Cc1ccc(-c2ccccc2)cc1 (stereo not given)
-19 | 3 | 2 | -2.5 | 9 | 7 | -3 | -33 | -9 | -4 | 6 | Cc1onc(-c2c(F)cccc2Cl)c1C(=O)Nc1c(C)n(C)n(-c2ccccc2)c1=O
-2 | -13 | -3 | -0.3 | 3 | -2 | 6 | -7 | -3 | -7 | -17 | CCOC(=O)C1(CCc2ccccc2)CCN(C(=O)CCc2cnccn2)CC1
7 | -3 | 18 | nt | nt | 11 | nt | 14 | 8 | 12 | nt | CCOc1ccc(CCN2C(=S)N([C@@H](CC(C)C)CN3CCC[C@@H]3CN3C(=S)NC[C@@H]3CC(C)C)C[C@@H]2Cc2ccc(O)cc2)cc1
1 | 6 | 8 | -4.2 | 18 | -2 | -7 | -10 | -6 | 1 | 2 | CCN(CC(=O)Nc1ccc(NC(C)=O)cc1)C(=O)c1cccc(S(=O)(=O)N2CCc3ccccc3C2)c1
0 | 4 | 15 | 0.8 | 1 | 14 | 3 | 11 | 0 | -1 | -4 | O=C1NCC(NC(=O)C(F)(F)F)c2cc3c(cc21)OCO3 (stereo not given)
-7 | -51 | 9 | -0.9 | 2 | 1 | -1 | -4 | -20 | 16 | -11 | COC(=O)C1=C(C)n2cnnc2NC1c1ccc(Cl)cc1 (stereo not given)
-9 | 6 | 18 | -0.6 | 2 | 2 | 9 | -4 | 19 | 26 | 1 | COc1ccc(C)cc1NC(=O)CN1C(=O)COc2ccc(S(=O)(=O)N3CCOCC3)cc21
-1 | 1 | -18 | -0.8 | 0 | -2 | 3 | -16 | -2 | 9 | 4 | C#CCNC(=O)C1=C[C@@H](C2CC2)C[C@@H](OCCCCO)O1
-1 | 24 | -1 | -0.5 | -1 | 2 | 2 | 10 | -1 | 5 | 4 | CCCC(=O)Nc1ccc2c(c1)nc(CCN1CCCCC1)n2C
-15 | -2 | 17 | -1.5 | 6 | 12 | -2 | -32 | -26 | -1 | -6 | Nc1c(C(=O)NCC2CCCO2)sc2nc3c(c(-c4ccco4)c12)CC/C3=C\c1ccco1 (stereo not given)
2 | -25 | -11 | 1.1 | 0 | -6 | 3 | -19 | 5 | -1 | 0 | CN(C)S(=O)(=O)N(CC(=O)NCCSCc1ccc(Cl)cc1)c1ccccc1
-1 | -3 | 17 | -3.1 | 10 | 1 | -6 | -50 | 14 | 9 | 4 | COc1ccc(NC(=O)CSCC(=O)N2CCN(c3cccc(C(F)(F)F)c3)CC2)cc1
-13 | -8 | nt | nt | nt | 11 | nt | nt | 13 | -1 | nt | COC1=CC(=O)OC(c2cccc(C(F)(F)F)c2)C1 (stereo not given)
-3 | 18 | 11 | -0.1 | 3 | 1 | 2 | -12 | 1 | -13 | 9 | CN1CCN(c2ccccc2NC(=O)c2c(F)cccc2F)CC1
5 | 17 | 23 | -1.4 | 6 | 8 | 3 | -4 | 3 | 17 | -7 | CCOc1ccc(-n2c(Cc3ccccc3)nnc2SCc2c(C)noc2C)cc1
-12 | 5 | 5 | 0.3 | 13 | -8 | -2 | -26 | 14 | 2 | 9 | O=C(O)COc1ccccc1-c1ccccc1
1 | -3 | 10 | -1.8 | -3 | -5 | -7 | -4 | -24 | 15 | -9 | Cc1ccc(S(=O)(=O)N2CCC(=O)N(CCOC(=O)Nc3ccc(C)c(C)c3)CC2)cc1
-3 | nt | -4 | -0.2 | 5 | 17 | -9 | 1 | 21 | nt | 5 | C#CCOCCOCCOCCNc1nc(N2CCN(C(=O)[C@H](CCCCN)n3cc([C@@H](N)C(C)CC)nn3)CC2)nc(N2CCN(C(=O)[C@H](Cc3cc4ccccc4[nH]3)n3cc([C@@H](N)C(C)CC)nn3)CC2)n1 (stereo not given in full)
0 | -9 | 22 | 0.4 | -1 | -4 | 6 | 1 | -3 | 21 | -2 | Cc1c(Cl)cccc1NC(=O)CCCn1nc([N+](=O)[O-])cc1C
